# TrxR1 substrate: rat thioredoxin reductase 1 substrate activity; O89049; purified TrxR1 substrate turnover, NADPH consumption readout; Potency, µM (doses to about 114 µM), without a hit: at the top dose activity change, negative = substrate turnover; 390,000 compounds, 0.01% hits; note: potency is the fitted concentration of half-maximal effect; % is set by controls: 0 for no effect and ±100 for the full control effect; nearly all actives have a fitted effect of over 50% in size
# Target sequence (O89049 whole entry, looked up): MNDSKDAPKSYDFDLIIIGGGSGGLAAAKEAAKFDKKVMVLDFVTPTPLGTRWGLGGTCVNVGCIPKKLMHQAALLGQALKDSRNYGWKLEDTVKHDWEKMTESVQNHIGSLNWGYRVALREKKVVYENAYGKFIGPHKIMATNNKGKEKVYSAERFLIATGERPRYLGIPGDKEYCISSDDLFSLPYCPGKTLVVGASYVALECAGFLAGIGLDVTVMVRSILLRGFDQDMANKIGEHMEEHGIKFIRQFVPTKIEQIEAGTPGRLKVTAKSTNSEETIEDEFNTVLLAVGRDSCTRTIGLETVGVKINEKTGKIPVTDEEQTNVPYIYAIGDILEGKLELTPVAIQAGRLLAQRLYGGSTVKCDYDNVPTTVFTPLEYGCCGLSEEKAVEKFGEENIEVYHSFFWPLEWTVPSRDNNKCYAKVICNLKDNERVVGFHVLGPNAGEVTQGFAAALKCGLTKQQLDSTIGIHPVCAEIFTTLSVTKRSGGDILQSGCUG
#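 Rat TrxR1, dispensed at 90 nM, was prereduced with 400 uM NADPH (final) for 5 min at ~22 deg C, then incubated with compound 15 min before 400 uM selenite. A first-read NADPH fluorescence drop versus no-compound background flagged substrates.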
# IDH1 R132H inh: human IDH1 R132H inhibition; Potency, µM (series often up to 76.6 µM), for inactives: top-dose activity change, negative = inhibition, usual class: inhibitors; AID 602179; IDH1-R132H enzyme, NADPH consumption, diaphorase/resazurin fluorescence; 390,000 compounds, 0.093% hits; note: potency is the fitted concentration of half-maximal effect; % is set by controls: 0 for no effect and ±100 for the full control effect; nearly all actives have a fitted effect of over 65% in size
#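 IDH1-R132H (0.5 ug/mL dispensed) in pH 7.5 Tris buffer was preincubated 30 min with compound, then given a substrate mix of 0.016 mM NADPH and 2 mM alpha-KG for 80 min at room temperature; remaining NADPH was read by diaphorase/resazurin fluorescence.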
# TRHR PAM: allosterically enhances the human TRH receptor | TRHR cells, fluo-8 calcium fluorescence, EC20 TRH enhancement | enhancement, % at 2 µM | 360,000 compounds, 0.66% hits | AID 493056; in the data active = enhancement above about 30%; note: 0% is about no effect
#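 TRHR-expressing cells loaded with fluo-8 calcium dye were read kinetically (ex 480/em 530) during compound addition, then stimulated with an EC20 of TRH (10 nM final). Enhancement of the Gq-mediated intracellular calcium response was scored.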
# USP1-UAF1 inh: USP1/UAF1 (human) deubiquitinase inhibition. AID 743255. Potency, µM (titrated, usually from 57.1 µM), for the others: at the top dose activity change, negative = inhibition, actives largely listed as inhibitors. 390,000 compounds, 0.23% hits. recombinant USP1/UAF1, Ub-Rhodamine cleavage fluorescence. O94782; note: potency is the fitted concentration of half-maximal effect; % is set by controls: 0 for no effect and ±100 for the full control effect; nearly all actives have a fitted effect of over 60% in size; inactives centre near -12
#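 1 nM enzyme complex + cpd, 15 min RT; start with Ub-Rho 150nM final; kinetic fluorescence ex 480/em 540, 6 reads q60 s. Buffer 50mM HEPES pH 7.8, 0.5mM EDTA, 0.1 mg/ml BSA, 1mM TCEP, 0.01% Tween-20.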
# TRHR ag: TRH receptor (human) agonism. P34981. TRHR cells, calcium flux fluo-8, FDSS agonist mode. activation, % at 2 µM. 360,000 compounds, 0.18% hits. AID 493084; in the data active = activation above about 30%; note: 0% is about no effect
#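 In this calcium-flux screen, cells bearing human TRHR are dye-loaded with fluo-8, baselined for 10 cycles, then exposed to library compounds; positive kinetic calcium responses during the agonist phase mark hits, with TRH as control.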
# rTrxR1 inhibitor: inhibitors of rat thioredoxin reductase 1; AID 588453; 390,000 compounds, 1% hits; recombinant rTrxR1, NADPH fluorescence consumption, selenite substrate; O89049; Potency, µM (top dose mostly 114 µM), inactives show at the top dose activity change, negative = inhibition, actives largely listed as inhibitors; note: potency is the fitted concentration of half-maximal effect; % is set by controls: 0 for no effect and ±100 for the full control effect; nearly all actives have a fitted effect of over 65% in size
#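 Rat TrxR1 (90 nM in the dispensed reagent) was pre-reduced with 400 uM NADPH for 5 min at room temperature, then incubated with compound for 15 min. After 400 uM selenite was added, NADPH fluorescence (Ex 340/Em 450 nm) was followed for 8 min.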
# D2 antag: antagonizes the human D2 dopamine receptor. P14416. HEK293 TREx D2 cells, calcium flux, dopamine EC80. inhibition, % at 10 µM. 340,000 compounds, 2% hits. AID 485344; in the data active = inhibition above about 30%; note: 0% is about no effect
# Target sequence (P14416 whole entry, looked up): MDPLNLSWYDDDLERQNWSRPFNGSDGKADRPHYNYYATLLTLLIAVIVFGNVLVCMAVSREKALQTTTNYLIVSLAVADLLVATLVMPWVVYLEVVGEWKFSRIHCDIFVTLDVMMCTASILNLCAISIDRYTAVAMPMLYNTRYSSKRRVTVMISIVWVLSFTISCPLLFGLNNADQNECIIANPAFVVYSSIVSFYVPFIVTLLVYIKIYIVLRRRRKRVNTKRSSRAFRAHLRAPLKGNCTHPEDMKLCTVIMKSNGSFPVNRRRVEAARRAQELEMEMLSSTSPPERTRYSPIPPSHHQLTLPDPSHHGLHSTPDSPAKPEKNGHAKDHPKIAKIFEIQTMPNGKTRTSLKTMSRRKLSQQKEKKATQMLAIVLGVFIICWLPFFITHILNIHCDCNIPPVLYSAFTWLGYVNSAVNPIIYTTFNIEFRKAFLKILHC
#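 Calcium mobilization kinetics were recorded at 1 s intervals in tetracycline-induced HEK293 T-REx D2 cells, first for 180 s after compound addition and then 180 s after EC80 dopamine.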
# D2 agonist: agonists of human D2 dopamine receptor; P14416; HEK293 T-REx D2 cells, calcium flux agonist mode; activation, % at 2 µM; 340,000 compounds, 0.53% hits; AID 485358;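 active = activation over 3 SD above normal in the single-dose calcium agonist read, cut at about 30% in these data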; note: 0% is about no effect
#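 Tetracycline-induced HEK293 Trex cells with D2 receptor force-coupled to calcium signaling, plated overnight at 30 C and loaded with no-wash calcium dye. Calcium flux read kinetically for 180 s after compound addition; responses flag agonists.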
# Pin1 inhibitor: human Pin1 inhibition | Q13526 | Pin1 FP peptide displacement, HiFluor488, 10 min | Potency, µM (titrated, usually from 115 µM), without a hit: at the top dose activity, negative = inhibition, most hits filed as inhibitors | 390,000 compounds, 0.009% hits; active = well fitted inhibition curve with a large enough effect in the polarisation, with a control signal flat, not every such curve was filed as active; inconclusive = small, poorly fitted or top-dose-only effect, or effect the other way, or a change in a side signal; inactive = no such curve, though single readings can be large or run the other way; the % refers to the polarisation; note: potency is the fitted concentration of half-maximal effect; % is set by controls: 0 for no effect and ±100 for the full control effect
# Target sequence (Q13526 whole entry, looked up): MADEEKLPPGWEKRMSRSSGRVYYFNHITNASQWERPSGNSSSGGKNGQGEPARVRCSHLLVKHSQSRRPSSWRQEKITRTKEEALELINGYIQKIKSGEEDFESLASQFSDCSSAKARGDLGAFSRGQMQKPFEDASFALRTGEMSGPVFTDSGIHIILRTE
# * marks the source's active call; other numbers are inactive results; ? = inconclusive; / = not tested or not shown; [ ] = another dose, or the depositor's remark. Unless noted, calls come from the whole dose curve; as a rule, active = well fitted inhibition curve with a large enough effect; inconclusive = small, poorly fitted or top-dose-only effect; inactive = no such curve, though single readings can be large or run the other way. Only part of the results is shown; count on the stated rates, not on these rows.
SMILES,TrxR1 substrate,IDH1 R132H inh,TRHR PAM,USP1-UAF1 inh,TRHR ag,rTrxR1 inhibitor,D2 antag,D2 agonist,Pin1 inhibitor
Cc1ccc(CNC(=O)CSc2nc3c(sc4ccccc43)c(=O)n2CCCC(=O)NCCO)cc1,10%,-12%,1,-17%,-0.2,29%,/,-1.4,38%[activator]
CCc1c(C)[nH]c2ccc(C)cc2c1=O,14%[57.1 µM],5%,-2,-12%,0.4,9%[57.1 µM],5,0.1,-3%
COc1ccccc1CNC(=O)c1cc2ccccc2oc1=O,-2%,-13%,-5,-20%,1.5,13%,-1,-0.1,0%
Cc1nnc(SCC(=O)c2c(N)n(C3CC3)c(=O)[nH]c2=O)n1C,5%,1%,/,-4%,/,6%,/,/,-2%
O=C(Cn1cnc2c(nnn2-c2ccccc2)c1=O)N1CCOCC1,6%[57.1 µM],-3%,-7,-12%,0.1,15%[57.1 µM],10,0.8,4%
NNC(=O)c1oc2nc(-c3ccco3)cc(-c3ccco3)c2c1N,8%[57.1 µM],-8%,-14,6%,6.3,-9%[57.1 µM],8,0.9,106%[activator]
CCOC(=O)c1c(NC(=O)CN(CC)CC)sc2c1CCN(C(=O)OCC)C2,-2%,-16%,0,-5%,-0.1,-16%,2,-0.3,-4%
COc1ccc(N(CC(=O)Nc2cccnc2)S(=O)(=O)c2ccccc2)cc1OC,1%,4%,5,-3%,-0.2,5%,-15,-0.8,-6%
COc1cccc(NC(=O)N2CCN3CCCCC3C2)c1 (stereo not given),-5%[57.1 µM],31%,14,6%,0.7,2%[57.1 µM],/,-0.2,-1%
COc1ccccc1S(=O)(=O)CC(O)COc1ccc(F)cc1Cl (stereo not given),14%,8%,-2,?,0.0,31%,-12,0.5,2%
O=C(NC1CCCCC1)C(c1ccc(F)cc1)N(C(=O)c1cccs1)c1ccc2c(c1)OCO2 (stereo not given),7%,?,-12,3%,-0.1,35%,13,0.3,-3%
COc1ccc(NC(=O)C2CCC2)cc1S(=O)(=O)N1CCOCC1,12%,-3%,-2,-23%,-0.1,43%[activator],9,0.3,-2%
COc1ccc(CNC(=O)COC(=O)CCC(=O)c2cccs2)cc1,3%,-8%,3,-20%,-0.3,21%,-1,0.6,0%
COc1ccc(-c2c3c(nc4sc5c(=O)[nH]c(C)nc5c24)CCC3)cc1,15%[57.1 µM],21µM*,-3,-18%,-0.1,11%[57.1 µM],-11,0.2,-5%
O=C(CN1C(=O)/C(=C\c2ccccc2F)SC1=S)Nc1nc2ccccc2s1,-9%,1%,-7,-22%,0.1,-17%,-3,1.0,49%[activator]
CSc1nc2ccc(S(=O)(=O)NC3CCCCC3)cc2s1,-7%,4%,0,-21%,0.1,0%,-4,-2.5,1%
COC(=O)CCSc1nc(N2CCOCC2)c2c(c1C#N)CC(C)(C)OC2,-7%[57.1 µM],7%,-3,-27%,-0.6,2%,23,0.0,-3%
CC(=O)c1c(C)oc2c1C(=O)c1ccccc1C2=O,-13%,3%,27,-15%,-0.6,-6%,1,-0.1,-4%
COc1ccccc1CNC(=O)CSc1nc2nc(C)c(Cc3ccccc3C)c(C)n2n1,5%,2%,-2,?,-0.5,11%,/,-0.3,3%
CC(=O)Nc1ccc(OCC(O)Cn2ccnc2C)cc1 (stereo not given),10%,4%,12,-29%,0.4,23%,-2,0.0,-8%
CC(C)N(CCNC(=O)C1CCCN(c2ncnc3c2nc2n3CCCCC2)C1)Cc1ccccc1 (stereo not given),1%,2%,1,-13%,-0.3,-15%,0,-0.6,0%
Cn1nc(-c2ccccc2)c(CSc2ccccc2)c1Cl,-6%,-1%,13,-5%,-2.5,-5%,-2,0.0,2%
C/C(=N\Nc1ncc(Cl)cc1Cl)c1ccc(N2CCOCC2)cc1,4%,8%,3,0%,0.8,-3%[57.1 µM],-23,-0.9,-15%
O=C(NCCN1CCOCC1)C1CCC(=O)N1Cc1ccc(F)cc1 (stereo not given),13%,4%,3,-12%,1.5,22%,4,-1.8,-5%
COc1cccc(NC(=O)CCSc2nnc3scc(-c4ccccc4)n23)c1,-5%,1%,-1,-23%,-2.5,-4%,20,-1.7,-14%
Cc1nc(SC(C)C(=O)c2c(N)n(C)c(=O)n(C)c2=O)c2c(C)c(C)sc2n1 (stereo not given),-15%,5%,2,-10%,4.7,-18%,-18,1.5,6%
O=C(NCc1ccco1)C1CC(=O)N(c2cccc(Cl)c2)C1 (stereo not given),4%,1%,2,-10%,-0.1,-2%,-4,0.4,-1%
CCOCCCNC(=O)N1CCN(S(=O)(=O)c2ccc3c(ccn3C)c2)CC1,6%[57.1 µM],-21%,5,-23%,-0.7,9%[57.1 µM],/,-1.0,7%
CCOc1ccc(CCNC(=O)CSc2nnnn2C)cc1OCC,5%,-6%,-3,-20%,0.6,15%,-6,-0.7,1%
Cc1cccc([N+](=O)[O-])c1NC(=O)COC(=O)C1CCCO1 (stereo not given),3%,-12%,-3,-8%,0.4,13%,-43,1.1,-4%
COC(OC)C12c3ccccc3C(c3ccccc31)C1C(=O)N(c3cccnc3)C(=O)C12 (stereo not given),-2%[57.1 µM],21%,-3,9%,0.1,6%[57.1 µM],0,0.5,-1%
COC(=O)C1CCN(CC(=O)NC(=O)NC2CCCCC2)CC1,6%,3%,0,-18%,0.3,15%,/,/,-1%
Cc1cc(C)cc(S(=O)(=O)c2cnc3ccccc3n2)c1,2%[57.1 µM],5%,-11,-19%,-1.6,11%[57.1 µM],-8,-0.9,4%
O=C(O)c1ccc(CNCc2cccc(Oc3ccccc3)c2)cc1,0%,-8%,-3,-7%,0.5,9%,4,0.5,-5%
Cc1cc(C(=O)O)ccc1-n1c(C)cc(/C=C2\SC(=O)NC2=O)c1C,-16%,-7%,3,-27%,-0.3,-18%,4,-0.6,?
O=C(C1CCCO1)N1CCN(S(=O)(=O)c2cc(F)ccc2F)CC1 (stereo not given),-1%,2%,21,-12%,0.1,5%,7,0.0,-3%
Cc1cccc(Nc2nnc(SCC(O)=C(C#N)c3nc4ccccc4[nH]3)s2)c1,-3%,-2%,/,-7%,/,-11%,/,/,37%[activator]
C=CCOc1ccc(/C=N/NC(=O)C(=O)Nc2ccccn2)cc1OC,-24%[57.1 µM],3%,-5,-10%,-0.1,8%[57.1 µM],23,-1.2,-3%
COc1ccc2[nH]c3c(N4CCc5ccccc5C4)ncnc3c2c1,23%[57.1 µM],2%,-4,-11%,0.0,13%[57.1 µM],6,-0.2,17%
CSCC(=O)N1CCCC(CNC(=O)c2ccc(-c3ccccc3)cc2)C1 (stereo not given),-6%,6%,3,-9%,-1.8,3%,12,0.5,9%
CCn1cc(CN2CCN(Cc3ccsc3)C(CCO)C2)cn1 (stereo not given),6%,-4%,0,-15%,0.4,13%,-5,2.8,3%
COc1ccc(-c2cc(C(F)(F)F)nc(SCC(=O)NCc3cccs3)n2)cc1,28%,4%,-1,-15%,0.2,12%,-1,0.6,0%
CNC(=S)N(CCc1c(C)[nH]c2ccc(Cl)cc12)Cc1cccs1,/,/,10,/,0.8,/,3,2.0,/
O=C(CNC(=O)c1ccc(S(=O)(=O)N2CCCC2)cc1)N/N=C/c1ccc(Cl)cc1Cl,-10%,-3%,2,-6%,-1.7,-10%,-1,-0.9,?
COc1ccc(NC(=O)C2=C(C)Nc3ncnn3C2c2ccccn2)cc1 (stereo not given),-2%[57.1 µM],-2%,6,?,0.4,10%[57.1 µM],/,-0.1,4%
COC(=O)c1ccc(CSc2ncnc3ccccc23)o1,6%,9%,0,-16%,-0.2,23%,-12,-2.5,1%
CCN(CC)CCNc1oc(-c2ccccc2)nc1S(=O)(=O)c1ccccc1,-4%,-4%,/,-8%,/,9%,/,/,-5%
Cc1ccc(N2C(=O)c3ccccc3C2C(=O)c2cc(C)ccc2O)cc1 (stereo not given),2%,13%,2,-22%,-0.3,-17%,0,0.9,0%

# Structures shown so far that contain a COOH group (two):
SMILES,TrxR1 substrate,IDH1 R132H inh,TRHR PAM,USP1-UAF1 inh,TRHR ag,rTrxR1 inhibitor,D2 antag,D2 agonist,Pin1 inhibitor
O=C(O)c1ccc(CNCc2cccc(Oc3ccccc3)c2)cc1,0%,-8%,-3,-7%,0.5,9%,4,0.5,-5%
Cc1cc(C(=O)O)ccc1-n1c(C)cc(/C=C2\SC(=O)NC2=O)c1C,-16%,-7%,3,-27%,-0.3,-18%,4,-0.6,?

# Going on with the list:
SMILES,TrxR1 substrate,IDH1 R132H inh,TRHR PAM,USP1-UAF1 inh,TRHR ag,rTrxR1 inhibitor,D2 antag,D2 agonist,Pin1 inhibitor
CCNC(=S)Nn1cnc2ccccc21,5%[57.1 µM],8%,5,-18%,0.1,12%[57.1 µM],11,1.0,-6%
O=C(N=Nc1c(O)[nH]c2ccc(Br)cc12)c1cc(-c2cccc3ccccc23)n[nH]1,-1%,7%,-7,-22%,0.4,17%,-5,0.7,-1%
O=C1CCCc2nc(NCc3ccco3)ncc21,7%[57.1 µM],0%,3,-6%,0.2,13%[57.1 µM],15,0.8,-8%
CC(=O)N=c1ncn(CC(COC(C)=O)OC(C)=O)c2nc[nH]c12 (stereo not given),15%[57.1 µM],2%,5,-19%,0.2,11%[57.1 µM],-11,-0.3,1%
Cc1cc(Nc2cccc(Cl)c2)nc2ccc(NC(=O)c3cccc(N(C)C)c3)cc12,13%,13%,1,-20%,-0.9,9%,/,-1.1,25%
CCN(CC)Cc1cc2ccccc2c2c1COC2,7%,9%,-1,-17%,-0.8,8%,-9,2.8,-1%

# Grouped by structure, those above with a cyano group.
SMILES,TrxR1 substrate,IDH1 R132H inh,TRHR PAM,USP1-UAF1 inh,TRHR ag,rTrxR1 inhibitor,D2 antag,D2 agonist,Pin1 inhibitor
COC(=O)CCSc1nc(N2CCOCC2)c2c(c1C#N)CC(C)(C)OC2,-7%[57.1 µM],7%,-3,-27%,-0.6,2%,23,0.0,-3%
Cc1cccc(Nc2nnc(SCC(O)=C(C#N)c3nc4ccccc4[nH]3)s2)c1,-3%,-2%,/,-7%,/,-11%,/,/,37%[activator]
